KCNQ2 block: KCNQ2 potassium channel inhibitors, primary screen, cell-based, CHO-K1, FluxOR thallium flux, B-score (AID 2156); 20 min; hits give low values; 310,000 tested, 1.1% active; B-score at 10 µM;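 active = fluorescence ratio B-score at most minus 3 library SDs, with starting brightness B-score within 2 library SDs, cut at about -5.5 in these data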
Kir21 inh: inhibitors of mouse Kir2.1 inward-rectifier potassium channel; HEK293-Kir2.1, FluxOR thallium flux fluorescence; hits give low values; B-score at 10 µM; 310,000 tested, 0.85% active; AID 1672;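 active = fluorescence ratio B-score at or below minus 3 SD of library scores, with starting-brightness B-score within 2 SD, cut at about -4.2 in these data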;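 also: channel flux triggered by added potassium and thallium sulfate stimulus; B-score of peak minus minimum fluorescence over baseline after thallium stimulus; more negative B-score means stronger Kir2.1 block with less thallium influx; some compounds called inactive have numbers as strong as hits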
Target sequence (P35561 whole entry, looked up): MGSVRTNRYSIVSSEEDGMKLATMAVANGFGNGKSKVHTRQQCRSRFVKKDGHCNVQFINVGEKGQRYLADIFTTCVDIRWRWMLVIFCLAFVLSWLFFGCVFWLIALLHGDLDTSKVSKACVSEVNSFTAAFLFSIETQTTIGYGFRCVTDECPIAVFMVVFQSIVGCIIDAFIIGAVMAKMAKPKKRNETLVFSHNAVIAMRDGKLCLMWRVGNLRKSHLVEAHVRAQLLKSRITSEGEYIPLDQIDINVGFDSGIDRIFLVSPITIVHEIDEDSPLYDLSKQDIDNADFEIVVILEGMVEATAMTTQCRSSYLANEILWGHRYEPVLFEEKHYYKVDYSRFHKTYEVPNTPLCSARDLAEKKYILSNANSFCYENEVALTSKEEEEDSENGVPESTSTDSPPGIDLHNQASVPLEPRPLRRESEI
CHT inh: human CHT choline transport inhibition; 310,000 tested, 0.86% active; B-score at 10 µM; Q9GZV3; CHT-expressing cells, membrane potential dye, choline response; hits give low values;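 active = B-score over 3 SD under the library average, and starting fluorescence ratio not unusually high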;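 also: choline stimulus applied at its EC90 after an EC20 pre-addition; B-score computed on integrated fluorescence ratio after choline addition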
Target sequence (Q9GZV3 whole entry, looked up): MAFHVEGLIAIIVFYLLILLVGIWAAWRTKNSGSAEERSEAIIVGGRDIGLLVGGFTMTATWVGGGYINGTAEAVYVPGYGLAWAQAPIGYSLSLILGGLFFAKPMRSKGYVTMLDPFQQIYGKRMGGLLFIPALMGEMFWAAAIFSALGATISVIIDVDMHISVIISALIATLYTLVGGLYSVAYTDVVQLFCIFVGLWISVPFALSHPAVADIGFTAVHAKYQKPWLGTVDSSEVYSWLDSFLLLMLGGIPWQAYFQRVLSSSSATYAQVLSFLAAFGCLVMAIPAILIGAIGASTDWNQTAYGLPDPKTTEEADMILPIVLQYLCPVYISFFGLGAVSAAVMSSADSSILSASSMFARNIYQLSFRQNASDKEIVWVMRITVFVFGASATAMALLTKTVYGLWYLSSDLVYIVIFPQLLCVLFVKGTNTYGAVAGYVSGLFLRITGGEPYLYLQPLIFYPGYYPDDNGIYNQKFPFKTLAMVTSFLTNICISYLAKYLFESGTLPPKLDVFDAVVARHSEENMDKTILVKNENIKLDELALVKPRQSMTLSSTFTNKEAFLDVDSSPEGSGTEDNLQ
Numbers without * were called inactive; i = inactive; . = no result given.

| KCNQ2 block | CHT inh | Kir21 inh | mol |
| --- | --- | --- | --- |
| i | i | -0.76 | COc1ccc(N=Cc2sc3ccccc3c2Cl)cc1 |
| i | i | -0.22 | Cc1ccccc1Cn1nnc(C(=O)Nc2ccc3c(c2)OCCO3)c1N |
| i | i | -0.43 | O=S1(=O)CCO[C@H]2Cc3ccccc3[C@H]2N1Cc1ccccc1F |
| i | i | 2 | COc1ccc(Cn2c(=O)[nH]c3cc(C(=O)NCCc4ccc(S(N)(=O)=O)cc4)ccc3c2=O)cc1 |
| i | i | 0.58 | COc1cccc(CN(C(=O)COc2ccc(Cl)cc2)C2CCS(=O)(=O)C2)c1 (stereo unspecified) |
| i | i | 0.66 | CS(=O)(=O)N(CC(=O)N1CCN(Cc2ccccc2)CC1)Cc1ccccc1 |
| i | i | -0.16 | Cc1ccc(NC(=O)CN(C)CC(=O)Nc2cccc(F)c2)cc1[N+](=O)[O-] |
| i | i | -2.7 | Cc1ccc(CS/C(Nc2ccccc2C)=C(\C#N)C(=O)NCc2ccco2)c(C)c1 |
| i | i | 0.01 | O=C(c1ccc(CS(=O)Cc2ccc(Cl)cc2)o1)N1CCN(c2ccccc2)CC1 (stereo unspecified) |
| i | i | 0.66 | Cn1nc(OC(=O)Nc2ccc(F)cc2)cc1C(F)(F)F |
| i | i | 0.46 | CCCCn1nnc(NC(=O)c2ccc(-c3cccc([N+](=O)[O-])c3)o2)n1 |
| i | i | 0.99 | Cc1cc(C)c(NC(=O)Cn2nnc(C(=O)NCc3cccs3)c2N)c(C)c1 |
| i | i | 1.3 | COC(=O)CCC(=O)Nc1cccc([N+](=O)[O-])c1 |
| i | i | 0.61 | O=S(=O)(c1ccc(Br)cc1)N1CCn2c(nc3ccccc32)C1 |
| i | i | -1.6 | COc1ccc2c(OC)cc(-c3ccccc3)nc2c1 |
| i | . | -0.01 | CC(=O)Nc1nc2c(c3c1c(=O)oc1ccccc13)CCCC2 |
| i | i | 1.3 | CS(=O)(=O)c1ccc(Cl)c(NC(=O)COC(=O)/C=C/c2cnc3ccccc3n2)c1 |
| i | i | 0 | OCC#CCSc1nnc(-c2ccccc2Br)o1 |
| i | i | -1.8 | Cc1ccc(CCC(=O)Nc2ccc(CC(=O)O)cc2)o1 |
| i | i | 0.19 | O=C(Nc1cc(C(F)(F)F)ccc1N1CCOCC1)c1ccc(Cl)nc1 |
| i | i | 1.8 | COc1ccc(NC(=O)Nc2c[nH]c(=O)[nH]c2=O)cc1OC |
| i | i | 1.3 | Cc1ccc2[nH]c(=O)c3cc(C(=O)NC(C)C)sc3c2c1 |
| i | i | 0.46 | CN(C)c1nc(N(C)C)nc(N2CC(=O)N(c3ccccc3)C2=N)n1 |
| i | i | -0.18 | CCOCCCNc1nc2c(C)cccn2c(=O)c1/C=C1\SC(=S)N(C(C)CC)C1=O (stereo unspecified) |
| i | i | -2 | CCn1ncc(S(=O)(=O)NCc2ccccc2Cl)c1C |
| i | i | -0.89 | COc1ccc(OC)c(C(=O)CSc2nnc(-c3cccs3)n2C)c1 |
| i | i | -0.04 | Cc1[nH]c(=O)[nH]c(=O)c1/C=N/NC(=O)[C@H](C)N |
| i | i | -0.59 | OCCN1CCN(Cc2cc(Br)cc(Br)c2O)CC1 |
| i | -6* | -0.02 | COc1ccc(CN2CCN(CC=C(C)C)C(CCO)C2)cc1Cn1cccn1 (stereo unspecified) |
| i | i | -0.91 | Cc1ccc(C(=O)NCCCNC(=O)c2ccccc2F)cn1 |
| i | i | 0.16 | COc1ccc(N(C(=O)C(C)C)S(=O)(=O)c2cccc([N+](=O)[O-])c2)cc1 |
| i | i | -5.5* | Cc1ccc(CSCCNS(=O)(=O)c2ccc(C)cc2)cc1 |
| i | i | -1.8 | CCOC(=O)N1CCC(NC(=O)CN2C(=O)COc3ccc(C(C)(C)C)cc32)CC1 |
| i | i | -0.9 | CCC(C)NS(=O)(=O)c1ccc(-c2csnn2)s1 (stereo unspecified) |
| i | i | -0.23 | Cc1ccc(C(=O)N/N=C/c2c(O)ccc3ccccc23)cn1 |
| i | i | 0.92 | CCOC(=O)C1=C(C)NC(=O)NC1c1c(O)ccc2ccccc12 (stereo unspecified) |
| i | i | -0.29 | C[C@H](NC(=O)OC(C)(C)C)C(=O)N/N=C/c1ccc2nccnc2c1 |
| i | i | -0.64 | CC1CCCCC12NC(=O)N(CC(=O)Nc1ccccc1N1CCOCC1)C2=O (stereo unspecified) |
| i | i | 0.59 | COc1ccc(C(=O)Nc2ccc(N3CCCC3)cc2)cc1 |
| i | i | 0.05 | NC(=S)NNC(=O)c1ccccc1 |
| i | i | 1.4 | CCOc1ncccc1C(=O)N(C)CC1COc2ccccc2O1 (stereo unspecified) |
| i | i | 0.28 | O=C1C2CC=C(Cl)CC2C(=O)N1CNc1ccccn1 (stereo unspecified) |
| i | i | -2.5 | Cc1ccccc1-n1c(-c2cccnc2)n[nH]c1=S |
| i | i | 0.55 | CCn1c(CNc2ccc(OC)cc2)nnc1SCC(=O)c1ccc(OC)cc1 |
| i | i | 0.68 | Cc1nn(C)cc1CN(C)C(=O)CC12CC3CC(CC(C3)C1)C2 |
| i | i | 1.6 | CC1(C)CC(=O)C2=C(C1)N(CC1CCCO1)C(=O)C2(NC(=O)c1cccnc1)C(F)(F)F (stereo unspecified) |
| i | i | 0.4 | O=C(COc1ccccc1Cl)N1CCCC1 |
| i | i | -0.34 | N#C/C(=C\c1cccnc1)C(=O)Nc1ccc(SC(F)F)cc1 |
| i | i | 1.1 | CN1CCN(S(=O)(=O)c2ccc3c(c2)OCCO3)CC1 |
| i | i | 0.78 | COc1ccc(S(=O)(=O)CCC(=O)Nc2c(C)cccc2C)cc1 |
| i | i | -0.59 | O=C(Nc1cccc(Cl)c1)Nc1ccc2c(c1)OCO2 |
| i | i | 0.35 | CCCCCCc1ccc(OC(=O)c2ccncc2)cc1 |
| i | i | 0.66 | CCC(CC)c1nnc(NC(=O)CCN2C(=O)c3ccccc3C2=O)s1 |
| i | i | -0.61 | CCC(C)NC(=O)C1CCC(CNS(=O)(=O)c2cccc3nsnc23)CC1 (stereo unspecified) |
| i | i | -2.1 | O=C(O)CC12CC3CC(C1)CC(n1ncc(NCc4ccccc4)c(Cl)c1=O)(C3)C2 |
| i | i | 0.11 | CCOc1ccc2[nH]c3c(NCCOC)ncnc3c2c1 |
| i | i | 1.7 | CC1(C)CC(=O)C2=C(C1)N(CCN1CCOCC1)C1=C(C(=O)CC(C)(C)C1)C2c1ccc(Cl)cc1 |
| i | i | 2 | CC1CCCC(NC(=O)c2n[nH]c(=O)c3ccccc23)C1C (stereo unspecified) |
| i | i | 0.97 | CCOCCCNC(=O)Cc1ccc(-n2c(CC)nc3cccnc32)cc1 |
| i | i | 1.1 | O=C(c1cc(-c2ccc(Cl)cc2Cl)on1)N1CCCC1 |

Next section:
| KCNQ2 block | CHT inh | Kir21 inh | mol |
| --- | --- | --- | --- |
| i | i | -2 | Cc1ccc(-c2cc3ccccc3nc2N2CCCC2)cc1 |
| i | i | -0.31 | NCCCC[C@H]1CNC(=O)C(=O)N1CC1CCCCC1 |
| i | i | -0.09 | COc1ccc(-c2cc(C(=O)Oc3ccc([N+](=O)[O-])cc3)c3ccccc3n2)cc1 |
| i | i | -0.82 | CN(C)CC(C)(C)CNC(=O)c1cc(=O)c2ccccc2o1 |
| i | i | -1.6 | CC1=C(C(=O)OCC(C)C)C(c2ccsc2)C2=C(CCCC2=O)N1 (stereo unspecified) |
| i | i | -1.4 | O=S1(=O)CCOCCCN1Cc1ccc(Cl)cc1 |
| i | i | -0.53 | COC(=O)[C@H](CCSC)NC(=O)Nc1ccc(C)cc1 |
| i | i | 1.4 | CCC(=C/c1sc2ccc3ccccc3c2[n+]1C)/C=C1\Sc2ccc3ccccc3c2N1C |
| i | i | 0.51 | COc1ccc(Nc2nc(N(C)c3ccccc3)nc(N)c2[N+](=O)[O-])cc1 |
| i | i | 0.83 | O=C(CN1C(=O)S/C(=C\C=C\c2ccccc2)C1=O)NC1CCS(=O)(=O)C1 (stereo unspecified) |
| i | i | 0.89 | COc1ccc(C(=O)OCC(=O)c2ccccc2)cc1S(=O)(=O)N1CCOCC1 |
| i | i | 1.3 | O=C(N/N=C/c1ccco1)c1cc([N+](=O)[O-])cc([N+](=O)[O-])c1 |
| i | i | 0.85 | CCOC(=O)c1sc(NC(=O)/C=C/c2ccc(F)cc2)nc1C |
| i | i | -3.9 | N#Cc1ccccc1Sc1ccccc1C(=O)Nc1ccccc1 |
| i | i | -0.56 | O=C(CNC(=O)c1cccs1)NCC(=O)OCc1ccc(F)cc1 |
| i | i | 2.2 | CCN(C(=O)COC(=O)c1cnc(C)cn1)C1CCCCC1 |
| i | i | 1.8 | CCCN1CCC(NC(=O)CCc2nnc(Cc3cc(OC)ccc3OC)o2)CC1 |
| i | i | -0.41 | Cc1cccc(-c2nnc(SCC(=O)O)n2Cc2ccccc2)c1 |
| i | i | -2 | Cc1ccc(N(CC(=O)N2CCCCCC2)S(=O)(=O)c2ccccc2)cc1 |
| i | i | 0.25 | CCN(CC)S(=O)(=O)c1cc(C(=O)Nc2ccccn2)ccc1C |
| i | i | -3.3 | Cc1ccc2cccc(N)c2n1 |
| i | i | -2.4 | CCOc1cc(/C=C/C(=O)NCCc2ccc(S(N)(=O)=O)cc2)ccc1OCC(C)C |
| i | i | -0.11 | O=C(O)C1CCC(CNCc2ccncc2)CC1 (stereo unspecified) |
| i | . | -1.6 | CCOC(=O)C1=C(O)/C(=C/c2cc(OC)c(O)c(OC)c2)SC1=Nc1ccc(OC)cc1 |
| i | i | -0.66 | COc1ccc(/C=N/Nc2cc(C)nc(N3CCOCC3)n2)cc1OC |
| i | i | 0.33 | Cc1cc(=O)oc2ccc(OCc3ccccc3)cc12 |
| i | i | -0.78 | COc1ccccc1C(=O)Oc1cc(N)n(S(=O)(=O)c2ccc(C)cc2)n1 |
| i | i | 0.94 | O=C(Cc1ccc(S(=O)(=O)N2CCOCC2)s1)Nc1ccccc1Br |
| i | i | -0.12 | Cc1nn(Cc2ccccc2)c(C)c1NC(=O)CSc1nc2sc3c(c2c(=O)n1C)CCC3 |
| i | i | 1.4 | CCOC(=O)C1(Cc2ccc(OC)cc2)CCN(C(=O)CCc2cccnc2)CC1 |
| i | i | -6.3* | Cc1cc(NC(=O)CSCC(=O)OC(C)C(=O)c2cc(C)c(C)cc2C)no1 (stereo unspecified) |
| i | i | 0.48 | CC(C)c1nc(-c2ccc([N+](=O)[O-])cc2)cs1 |
| i | i | 1.5 | Nc1cc(=O)[nH]c(=O)n1CC1CC1 |
| i | i | -0.57 | COC(=O)c1sc2nc(C)cc(C)c2c1N |
| i | i | -0.01 | O=C(NCCCN1CCCC1)c1ccc2c(c1)N(Cc1ccccc1F)C(=O)c1ccccc1S2(=O)=O |
| i | i | -1.5 | O=C(Nc1cc(Cl)cc(Cl)c1)C(NCCO)c1ccccc1 (stereo unspecified) |
| i | i | 0.04 | CC(C)(C)c1cc2nc(N)nc(N)n2n1 |
| i | i | -1.3 | c1ccc2sc(SN3CCOCC3)nc2c1 |
| i | i | 1.4 | COc1ccccc1NC(=O)C(=O)NCc1ccccc1Cl |
| i | i | 1.6 | N#Cc1c(NC(=O)C2CC2)sc2c1CCCCC2 |
| i | i | 0.03 | CC(=O)N1CCN=C1SCc1ccccc1 |
| i | i | -0.13 | CCOCCCNC(=O)CN1C(=O)C(CC)Oc2ccccc21 (stereo unspecified) |
| i | i | -0.24 | Cn1c(=O)n(C)c2cc([N+](=O)[O-])c(N3CCN(C(=O)c4cccc(F)c4)CC3)cc21 |
| i | i | 1.6 | Cn1c(SCc2cccnc2)nnc1-c1c[nH]c2ccccc12 |
| i | i | 0.44 | CCc1nnc2cccc(Cl)n12 |
| i | i | 2.6 | Cc1ccc(C(=O)OCCn2cc(C#N)c(=O)[nH]c2=O)cc1 |
| i | i | -0.2 | COc1cccc(NC(=O)CN2CCN(c3nc(-c4cccc(OC)c4)cs3)CC2)c1 |
| i | i | 0.47 | Cc1cc(-c2n[nH]c(=S)n2/N=C/c2ccc(Cl)c([N+](=O)[O-])c2)n[nH]1 |
| i | i | -0.05 | NC(=O)CC(NC(=O)c1ccccc1)c1ccc(NCc2ccc(F)c(F)c2)c([N+](=O)[O-])c1 (stereo unspecified) |
| i | i | -2.6 | COc1ccc(CCN(C)C(=O)c2cc(S(=O)(=O)N3CCCCCC3)ccc2OC)cc1OC |
| i | i | -0.88 | CN(C)c1ccc(C2NCC(CCl)O2)cc1 (stereo unspecified) |
| i | i | -0.45 | CCOC(=O)Cc1c(C)nc2c(-c3ccccc3)c(-c3ccccc3)[nH]n2c1=O |
| i | i | 0.05 | CN(C)S(=O)(=O)Oc1cccc(C(=O)Nc2ccc(Cl)cc2)c1 |
| i | i | 1.1 | CCOC(=O)C1=NN(c2ccccc2)C(=O)C1 |

As a short view, seven of the compounds above:
| KCNQ2 block | CHT inh | Kir21 inh | mol |
| --- | --- | --- | --- |
| i | i | 0.47 | Cc1cc(-c2n[nH]c(=S)n2/N=C/c2ccc(Cl)c([N+](=O)[O-])c2)n[nH]1 |
| i | i | -0.05 | NC(=O)CC(NC(=O)c1ccccc1)c1ccc(NCc2ccc(F)c(F)c2)c([N+](=O)[O-])c1 (stereo unspecified) |
| i | i | -2.6 | COc1ccc(CCN(C)C(=O)c2cc(S(=O)(=O)N3CCCCCC3)ccc2OC)cc1OC |
| i | i | -0.88 | CN(C)c1ccc(C2NCC(CCl)O2)cc1 (stereo unspecified) |
| i | i | -0.45 | CCOC(=O)Cc1c(C)nc2c(-c3ccccc3)c(-c3ccccc3)[nH]n2c1=O |
| i | i | 0.05 | CN(C)S(=O)(=O)Oc1cccc(C(=O)Nc2ccc(Cl)cc2)c1 |
| i | i | 1.1 | CCOC(=O)C1=NN(c2ccccc2)C(=O)C1 |
